High-throughput results: PubChem, Southern Research Specialized Biocontainment Screening Center
PhoP GFP inhibition: PhoP regulon inhibitors, Salmonella typhi PhoP promoter GFP reporter, confirmatory (AID 1850) | Salmonella Typhi PhoP-promoter GFP reporter, fluorescence, 4 h; higher % means a stronger effect | one-dose inhibition, % at 50 µM; IC50 in µM for titrated hits | 310,000 compounds, 0.33% hits; in the data active means a potency from the dose series; inconclusive means inhibition mostly from about 25% at the one dose, without a potency; inactive means the rest, 99 in 100 with inhibition below about 19%;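 further: 0% = induced wells with vehicle and 100% = uninduced wells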
tuberculosis growth: growth inhibition of non-replicating M. tuberculosis (AID 488890); Mycobacterium tuberculosis non-replicating, growth inhibition; higher % means a stronger effect; 320,000 compounds, 0.39% hits; inhibition, % at 25 µM, or IC50 in µM where a hit was titrated; in the data active means a potency from the dose series; inconclusive means inhibition mostly from about 82% at the one dose, without a potency; inactive means the rest, 99 in 100 with inhibition below about 76%;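 further: plate controls were DMSO cells for no effect and high antibiotic wells for full effect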
inhibitors of VEEV: inhibitors of VEEV TC-83 cytopathic effect, confirmation, Vero cells (AID 588727) | Vero cells, VEEV TC-83 cytopathic effect inhibition; higher % means a stronger effect | inhibition, % at 20 µM, or IC50 in µM where a hit was titrated | 350,000 compounds, 0.13% hits; in the data active means a potency from the dose series; inconclusive means inhibition mostly from about 14% at the one dose, without a potency; inactive means the rest, 99 in 100 with inhibition below about 12%; further: strong numbers were not always called active
H1N1 NS1A inhibition: H1N1 influenza NS1A inhibitors, functional cell based assay (AID 504329); NS1A functional cell-based assay, percent inhibition; higher % means a stronger effect; inhibition, % at 12.5 µM, or IC50 in µM where a hit was titrated; 340,000 compounds, 0.3% hits; in the data active means a potency from the dose series; inconclusive means inhibition above about 27% without an active follow-up result; further: strong numbers were not always called active
H37Rv inhibition: M. tuberculosis growth inhibition, HTS (AID 449762) | one-dose inhibition, % at 25 µM; IC50 in µM for titrated hits | 330,000 compounds, 0.59% hits | M. tuberculosis H37Rv growth inhibition, 7H9 media; higher % means a stronger effect; in the data active means a potency from the dose series; inconclusive means inhibition above about 70% without an active follow-up result;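 further: bacterial growth assessed after seven days of incubation; strong numbers were not always called active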
inhibitors of VEEV 10K pilot screen: recorded beside inhibitors of VEEV, whose call it bears; inhibition, %; measured here: 10K pilot screen inhibition
* = called active by the depositor; i = inactive; ? = inconclusive; . = not tested or not shown; & = joins results of further samples.

SMILES | PhoP GFP inhibition | tuberculosis growth | inhibitors of VEEV | H1N1 NS1A inhibition | H37Rv inhibition | others
COc1ccc(NS(=O)(=O)c2cccc(C(=O)N/N=C(/C)c3ccc(-n4ccnc4)cc3)c2)cc1 | . | . | 1.3% | 2.0% | .
c1ccc(-c2cc3c(N4CCCC4)ncnc3s2)cc1 | -11.5% | -12.0% | 0.0% | 1.6% | 0.1%
Nn1cnc2scc(-c3cccs3)c2c1=O | -9.9% | 7.5% | 0.3% | -4.1% | -6.2%
O=C(O)c1ccccc1C(=O)Nc1cc(C(F)(F)F)ccc1N1CCCC1 | 0.9% | -9.7% | 0.1% | 5.8% | 4.1%
COc1ccc(S(=O)(=O)N(C)c2ccc(C(=O)Nc3cccnc3)cc2)cc1 | -0.1% | 8.0% | 8.2% | -6.2% | -4.3%
COc1ccc(NC(=O)N2CCCC(c3nc(-c4ccc(OC)cc4)no3)C2)cc1 (stereo not drawn) | -11.8% | 2.6% | 0.8% | -2.6% | 3.0%
Cc1cc(C)c(C(=O)Cn2cnc3cc([N+](=O)[O-])ccc3c2=O)cc1C | -0.9% | 45.1% | 2.5% | -0.8% | 2.7%
COc1cc(OC)c(NC(=O)c2cccc(F)c2)cc1Cl | -4.8% | 5.2% | 7.4% | 0.6% | -4.9%
C=CCn1c(COc2ccccc2F)nnc1SCC(=O)Nc1cc2oc3ccccc3c2cc1OC | -9.8% | 7.5% | 0.3% | -0.8% | 4.1%
COc1cccc(CN(C)Cc2cc(=O)oc3cc(O)c(Cl)cc23)c1 | 2.8% | 5.6% | 0.7% | -1.7% | -8.1%
CCc1ccc(NC(=O)N(CCCN2CCOCC2)C(C)c2cc3cccc(OC)c3o2)cc1 (stereo not drawn) | 6.0% | 35.9% | 4.3% | -18.2% | -9.3%
O=C(CSc1nnc(-c2ccco2)o1)NC(=O)Cc1ccccc1 | 6.3% | 11.2% | 1.6% | 25.8% | -4.1%
O=C(c1ccccc1)c1cccc[n+]1[O-] | -0.8% | -0.6% | 0.2% | -7.1% | 0.1%
Cc1ccc2[nH]c(=O)c(C3C(C#N)=C(N)Oc4c3ccc3cccnc43)cc2c1 (stereo not drawn) | -10.8% | 5.4% | 2.1% | 46.8µM* | -18.3%
O=C(/C=C1\C(=O)Nc2ccccc21)/C=C1\C(=O)Nc2ccccc21 | . | . | >25µM* | -10.2% | .
CS(=O)(=O)N(CC(=O)O)c1ccc(Oc2ccccc2)cc1 | -1.0% | -18.5% | 2.6% | 0.1% | 0.3% | inhibitors of VEEV 10K pilot screen=0.6
O=C(Nc1ccccc1Cl)c1ccc(=O)[nH]n1 | -16.2% | -10.0% | 0.8% | -7.8% | 3.5%
CCN(CC(=O)Nc1ccc2c(c1)CCC2)Cc1nc2ccccc2c(=O)[nH]1 | -5.3% | 45.9% | 7.3% | 2.1% | 38.8%
CC1CN(c2nc3c(c(=O)n(C)c(=O)n3C)n2Cc2c(F)cccc2Cl)CC(C)O1 (stereo not drawn) | 11.2% | 11.3% | i | -3.0% | 5.4%
Cc1ccc(-c2cc(C(=O)Nc3nccs3)c3ccccc3n2)c(C)c1 | -4.7% | 51.5% | 9.9% | -2.0% | ?
COc1ccccc1-c1nc(NC(C)=O)n[nH]1 | -1.8% | 12.0% | . | . | 7.2%
N=c1c(C(=O)NC2CCCCC2)cc2c(=O)n3ccccc3nc2n1CC1CCCO1 (stereo not drawn) | 13.8% | -2.4% | i | 3.2% | 2.7%
OCC[C@@H]1C[C@H](O)[C@@H](O)[C@]2(OCc3ccccc32)O1 | 10.2% | -1.4% | 0.2% | -11.2% | 0.2% | inhibitors of VEEV 10K pilot screen=0.7
Cc1cc(NC(=O)CSCC(=O)Nc2ccccc2N2CCCCC2)no1 | -1.2% | 5.4% | 1.7% | 1.4% | 2.5%
COc1ccc2cc(C(=O)NCc3ccccc3CN3CCCC3)ccc2c1 | . | i | 12.7% | -0.2% | 7.8%
O=C(CN1CCCC1c1ccc2c(c1)OCCO2)NC(=O)Nc1ccccc1 (stereo not drawn) | . | 22.1% | 3.6% | 1.7% | 0.4%
Cc1cccc2sc(NC(=O)c3ccc(Cl)s3)nc12 | -12.1% | . | 2.2% | -0.7% | 5.9%
COC(=O)c1ccc(N2CC3CNC(=O)C2(C(=O)OC)N3C)cc1 (stereo not drawn) | . | -7.2%&-0.3% | 0.6%&1.0% | 2.2%&-5.4% | 7.9%&7.6%
COc1ccc(CN2CCC(=O)N([C@H](CO)CC(C)C)CC2)cc1OC | 7.6% | 0.7% | i | -1.3% | -10.5% | inhibitors of VEEV 10K pilot screen=3.0
COC(=O)C(Cc1ccc(O)cc1)NC(=O)Cn1cc(C)c(=O)[nH]c1=O (stereo not drawn) | . | . | i | 15.4% | .

3 structures out of the list, sorted by number of heavy atoms, high to low.
SMILES | PhoP GFP inhibition | tuberculosis growth | inhibitors of VEEV | H1N1 NS1A inhibition | H37Rv inhibition | others
COC(=O)c1ccc(N2CC3CNC(=O)C2(C(=O)OC)N3C)cc1 (stereo not drawn) | . | -7.2%&-0.3% | 0.6%&1.0% | 2.2%&-5.4% | 7.9%&7.6%
c1ccc(-c2cc3c(N4CCCC4)ncnc3s2)cc1 | -11.5% | -12.0% | 0.0% | 1.6% | 0.1%
COc1ccccc1-c1nc(NC(C)=O)n[nH]1 | -1.8% | 12.0% | . | . | 7.2%

(further entries)
SMILES | PhoP GFP inhibition | tuberculosis growth | inhibitors of VEEV | H1N1 NS1A inhibition | H37Rv inhibition | others
CCSc1ccccc1-c1nc(-c2ccncc2)no1 | 3.3% | 4.3% | 3.1% | 24.9% | 69.8%
Cc1ccc(C(CNC(=O)C(=O)Nc2ccc3c(c2)OCCO3)N2CCN(C)CC2)cc1 (stereo not drawn) | -0.3% | 3.9% | 1.2% | -6.3% | -8.7%
CN1CCN(C(=O)c2ccc(S(=O)(=O)Nc3ccccc3)cc2)CC1 | . | -0.2% | 0.8% | -2.6% | -2.5%
COc1ccc(NC(=O)CSc2n[nH]c(=O)n2C2CC2)cc1OC | . | 2.9% | 1.6% | -0.3% | -7.1%
C=C(C(=O)c1ccccc1)C(CC(=O)c1ccccc1)c1ccccc1 (stereo not drawn) | -9.2% | -13.6% | 21.4µM* | 0.7% | -3.9%
CCCCCC(=O)Nc1ccc(N2CCN(C(=O)c3ccccc3)CC2)cc1 | -8.1% | -8.7% | 0.2% | 1.6% | ?
O=C(NCc1ccco1)c1cnn2c(C(F)F)cc(-c3ccccc3)nc12 | -7.0% | 13.3% | i | 4.6% | -3.9%
CCOc1ccc(S(=O)(=O)NCCC(=O)OCC(=O)c2ccc(NC(C)=O)cc2)cc1 | -1.6% | -15.2% | 3.9% | -6.3% | 2.4%
O=C1CC2(CCCCC2)Oc2ccc(Cl)cc21 | 3.3% | 6.4% | 0.4% | -4.8% | 1.5% | inhibitors of VEEV 10K pilot screen=0.1
COC(=O)C(C(=O)Nc1cc(C)on1)C1CCCCCC1 (stereo not drawn) | -3.2% | 1.4% | 1.0% | -6.0% | -0.8%
COC(=O)CN1C(=O)COc2ccc(S(=O)(=O)NCc3ccc(Cl)cc3)cc21 | -5.3% | 16.0% | 3.2% | -0.7% | -0.2%
Clc1ccc(Cc2ccc(Cl)nn2)c(Cl)c1 | -3.1% | 29.3% | i | 2.3% | 0.1% | inhibitors of VEEV 10K pilot screen=0.6
S=c1[nH]nc(COc2ccccc2)n1/N=C/C(Cl)=C/c1ccccc1 | -1.8% | 47.7% | 51.2% | -1.6% | 8.3%
CCN(CC(=O)NCc1ccc(Cl)cc1)C(=O)COc1ccc(Cl)cc1Br | 1.1% | 18.8% | 2.0% | 8.2% | 2.5%
O=C(CCc1ccccc1)NNc1cc(N2CCCCC2)nc(N2CCCCC2)n1 | -18.4% | 9.9% | i | -1.6% | -0.2%
ClCCCc1cn(C[C@H]2CC[C@@H]([C@@H]3CC[C@H](Cn4cc(CCCCl)nn4)O3)O2)nn1 | 10.3% | 14.6% | i | 9.4% | -11.3%
O=C(CCN1C(=O)C2C3CCC(C3)C2C1=O)Nc1ccc([N+](=O)[O-])cc1 (stereo not drawn) | -6.1% | -4.3% | 0.2% | 3.3% | -11.3%
COc1ccccc1CCNC(=O)Cn1c(=O)oc2ccccc21 | -1.7% | -7.2% | 8.4% | -2.5% | 3.5%
CCOc1ccc(CSC2=NCCN2)cc1[N+](=O)[O-] | 14.6% | -10.7% | 1.3% | 4.2% | -15.2%
CCOC(=O)c1nn(-c2ccc(OCC)cc2)c2nc(-c3ccco3)c(C#N)c(=O)n12 | -2.3% | 66.0% | i | 0.0% | ? | inhibitors of VEEV 10K pilot screen=2.6
OCc1nc2nc(Cl)c(Cl)nc2[nH]1 | -9.9% | -7.4% | 1.5% | 21.1% | 6.9%
CNc1ncnc2sc(-c3ccccc3)cc12 | 5.2% | 21.2% | 9.9% | 3.4% | -4.3%
Cc1cccc(NC(=O)c2ccc(C3SCC(=O)N3CCc3ccccc3)cc2)c1C (stereo not drawn) | -0.5% | 47.5% | 7.8% | -9.9% | 2.2%
COc1ccc(-c2noc(CCC(=O)N3CCN(c4ccc(F)cc4)CC3)n2)cc1 | . | . | 1.4% | 5.2% | .
Cc1c(Cl)c([N+](=O)[O-])nn1CCCC(=O)O | -3.0% | -12.5% | 0.1% | -6.7% | -9.8%
C/C(=N\Nc1ccc(C(=O)O)cc1)c1ccc(Br)cc1 | -8.3% | -8.9% | 1.2% | -17.3% | 5.1%
Cc1ccc2nc(SCC(=O)c3ccc(O)cc3O)[nH]c2c1 | 2.7% | 2.7% | 2.3% | -6.9% | -0.8%
CN1CCN(NC(=O)c2ccc(Cl)c([N+](=O)[O-])c2)CC1 | -8.1% | 1.3% | 1.7% | -1.1% | 5.8%
COc1ccc(NC(=S)N(Cc2ccccn2)Cc2ccccc2Cl)cc1 | 9.2% | 61.6% | 0.3% | -6.1% | 4.3%
N#CC1=C(N)NC(SCc2ccc(Cl)cc2)=C(C#N)C12CCCCC2 | -7.3% | 36.2% | 3.4% | 15.5% | 53.0%
O=C(COc1cccc2c1CCN(Cc1ccc(Br)cc1)C2=O)N1CCOCC1 | 11.4% | 4.1% | 2.4% | 11.3% | 8.2%
CCOC(=O)N1CCN(C(=O)COc2ccc3c(c2)C(=O)CC(C)(C)O3)CC1 | 1.4% | -6.1% | 5.1% | -8.3% | 1.2%
NS(=O)(=O)c1ccc(CCNC(=O)CSc2nc3ccsc3c(=O)n2CCCCC(=O)O)cc1 | -3.6% | 4.3% | 2.3% | -15.8% | -2.1%
Cc1ccc(S(=O)(=O)N2CCCC2)cc1S(=O)(=O)N1CCCC1 | -0.4% | 8.4% | 6.1% | -8.5% | 1.5%
C[C@@H]1CN([C@@H](C)CO)C(=O)c2cccc(NS(C)(=O)=O)c2O[C@H]1CN(C)Cc1ccc(Oc2ccccc2)cc1 | . | 22.5% | 0.9% | 1.0% | -9.6%
CCCN(CC(=O)Nc1ccccc1C)C(=O)C1CC(=O)N(c2ccc(CC)cc2)C1 (stereo not drawn) | . | 25.3% | 0.7% | -6.6% | -0.1%
CC(OC(=O)c1ccc(Cl)nc1)C(=O)Nc1ccc(S(=O)(=O)N2CCCC2)cc1 (stereo not drawn) | 6.0% | 4.0% | 1.1% | -19.1% | 2.2%
CCOc1ccccc1NC(=O)Cn1c(=O)c2ccccc2n(CC)c1=O | 3.4% | 18.8% | 1.5% | -1.9% | -3.6%
CCOc1ccc2nc(SCC(=O)N(CC(C)C)c3c(N)n(Cc4ccccc4)c(=O)[nH]c3=O)[nH]c2c1 | -5.7% | 19.0% | 7.3% | -5.8% | 27.9%
COc1cccc(CN(C)C(=O)c2cccc(S(=O)(=O)N3CCN(Cc4ccccc4)CC3)c2)c1OC | . | . | 4.5% | 3.9% | .
O=C(c1ccc([N+](=O)[O-])s1)N1CCN(c2ccccc2)CC1 | -3.6% | -13.2% | 0.0% | 17.0% | ?
CC(=O)Nc1nc2ccccc2n1Cc1ccc(C)cc1 | 5.4% | 3.21µM* | i | -19.8% | ?
Cc1[nH]n(-c2ccccc2)c(=O)c1C(c1ccccc1C(=O)O)c1c(C)[nH]n(-c2ccccc2)c1=O | -2.9% | 3.2% | 0.5% | 1.9% | -2.1%

In the list so far, these have bromine:
SMILES | PhoP GFP inhibition | tuberculosis growth | inhibitors of VEEV | H1N1 NS1A inhibition | H37Rv inhibition | others
CCN(CC(=O)NCc1ccc(Cl)cc1)C(=O)COc1ccc(Cl)cc1Br | 1.1% | 18.8% | 2.0% | 8.2% | 2.5%
C/C(=N\Nc1ccc(C(=O)O)cc1)c1ccc(Br)cc1 | -8.3% | -8.9% | 1.2% | -17.3% | 5.1%
O=C(COc1cccc2c1CCN(Cc1ccc(Br)cc1)C2=O)N1CCOCC1 | 11.4% | 4.1% | 2.4% | 11.3% | 8.2%

Not a hit list. Share with any hit: about 1.5%.
